# TTR transcr act: increases transthyretin transcription; SH-SY5Y TTR promoter Gaussia luciferase, luminescence; 100% = recombinant luciferase protein wells; activation, % at 16.7 µM; 92,000 compounds, 1.3% hits; AID 1117267;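 active = activation above the mean of all tested compounds plus 3 SD, cut at about 9.5% in these data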;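 also: cells exposed to compounds for one day before reading; 0% = median of all test compound wells on the plate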
# * hit, by the source's call.
compound	TTR transcr act
O=S(=O)(Cc1ccccc1)N1CCCC1	2.1
COC1CCCCC1Nc1cc(C)cc(C)c1 (stereo not given)	1.7
COc1cccc2cc(-c3nnc(SCC(=O)Nc4ccc(NC(C)=O)cc4)n3C)oc12	-1.9
Cc1ccc(C(=O)CC2SC(N)=NC2=O)cc1 (stereo not given)	20*
CCC(=O)N1CCN(c2ccc(NC(=O)c3cc4ccccc4o3)cc2Cl)CC1	-13
COc1ccc2nc(Nc3nc4ccc(NC(C)=O)cc4s3)sc2c1	-5.5
Cc1cccc(OC(=O)c2sc(Cl)nc2C)c1	2.5
CSc1ccc(Cc2ccc(Cl)cc2Cl)nn1	-1.6
COC(=O)c1ccccc1OCCOc1ccccc1C(=O)OC	-0.1
COc1ccc(/C=C(/C#N)C(=O)Nc2cc(C)ccc2C)cc1C(=O)O	-1.0

# The closing five compounds of the section before lead into the next.
compound	TTR transcr act
COc1ccc2nc(Nc3nc4ccc(NC(C)=O)cc4s3)sc2c1	-5.5
Cc1cccc(OC(=O)c2sc(Cl)nc2C)c1	2.5
CSc1ccc(Cc2ccc(Cl)cc2Cl)nn1	-1.6
COC(=O)c1ccccc1OCCOc1ccccc1C(=O)OC	-0.1
COc1ccc(/C=C(/C#N)C(=O)Nc2cc(C)ccc2C)cc1C(=O)O	-1.0
CCC(c1nnnn1C1CCCCC1)N1CCN(C(=O)c2ccco2)CC1 (stereo not given)	0.2
CC(=O)OC1CCC2(C)C3=CCC4(C)C(C(C)=O)=CCC4C3CCC2C1 (stereo not given)	-1.2
CCCCNS(=O)(=O)CC1NCCc2ccccc21 (stereo not given)	-0.8
O=C(CCc1nnc(COc2ccccc2)o1)NCc1ccccc1	6.2
CC(C)CC(NC(=O)/C(=C\c1ccco1)NC(=O)c1ccco1)C(=O)O (stereo not given)	-1.4
Cc1ccc(NC(=O)N(C2CCCCC2)C(C)c2cccnc2)cc1C (stereo not given)	-2.9
Cc1ccc(Oc2ncccc2NC(=O)CC2(CC(=O)O)CCCC2)c2c1CCC2	1.6
CCCCCOc1ccccc1C(=O)NCCCC(=O)O	3.1
O=CN/C=C/c1cccc(O)c1	2.8
O=C(CC1CCCCC1)Nc1ncn[nH]1	3.3

# Looked up above:
# TTR transcr act with O=CN/C=C/c1cccc(O)c1 reads 2.8
# TTR transcr act with O=C(CC1CCCCC1)Nc1ncn[nH]1 reads 3.3

# Additional structures:
compound	TTR transcr act
Cc1ccc(C(=O)Nc2ccnc(-c3ccncc3)n2)cc1	0.0
COc1ccc(N(CC(C)C)S(=O)(=O)c2nnc(NC(=O)c3ccco3)s2)cc1	-1.7
CC(C)(C)OC(=O)N1CCCN(C(=O)Nc2cccc(Cl)c2)CC1	-0.5
CCc1ccccc1N(CC)C(=O)c1cn(CC)c(=O)c2cc(OC)c(OC)cc12	-1.3
CC(NC(=O)CSc1cccc(C(F)(F)F)c1)c1ccccc1 (stereo not given)	-0.9
Cc1cccc(N(Cc2ccccc2)C(=O)c2ccc(CS(C)(=O)=O)cc2)c1	-0.7
O=C(NCc1ccc2c(c1)OCO2)c1cccs1	-0.3
CCOC(=O)c1sc(NC(=O)CSc2nnc(Cc3ccccc3)o2)c(C(=O)OCC)c1C	-1.5
CCOC(=O)C1C(=O)NC(c2ccccc2)=NC1c1ccc(OC)cc1 (stereo not given)	-2.2
O=C(CNC(=O)c1ccncc1)N/N=C/c1ccccn1	-0.5

# (cont.)
compound	TTR transcr act
CCC1(CC)Cc2ccccc2-c2nc(CCl)[nH]c(=O)c21	0.6
O=c1/c(=C/c2ccco2)sc2nc(-c3ccccc3Br)nn12	-2.0
CCn1cc(C(=O)N2CCN(C(=O)c3ccco3)CC2)c2cc(OC)c(OC)cc2c1=O	-1.6
Cc1cc(C)cc(NC(=S)/C(=C(\[O-])c2ccc(Cl)cc2Cl)[n+]2ccccc2)c1	-0.9
CCOC(=O)c1cc(C(=O)OCC)c(=O)[nH]c1N1CCCCC1	0.1
O=C(Nc1ccc(CN2CCOCC2)cc1)c1ccc(Br)cc1	-3.0
N#Cc1nc(-c2ccccc2)oc1NCCCn1ccnc1	1.3
CN(C)S(=O)(=O)c1ccc(N2CCCC2)c(C(=O)OCC(=O)NC2CCCCC2)c1	-0.2
C/C(CC(=O)Nc1ccc(Cl)cc1)=N\NC(=O)C(=O)NCCO	-1.1
COC(OC)c1ccc(C#N)c(=O)[nH]1	-0.1

# The results go on.
compound	TTR transcr act
CCOc1ccc(S(=O)(=O)N(CC(=O)NCC(F)(F)F)Cc2ccco2)cc1	2.5
CN(C(=O)c1cccc(NC(=O)Cc2ccc(NC(=O)C3CCCN(S(=O)(=O)c4cccc([N+](=O)[O-])c4)C3)cc2)c1)C1CCC1 (stereo not given)	-1.8
COc1ccc(-c2oc3ccccc3c2C(=O)Oc2ccccc2)cc1	-0.1
Cc1ccc(C)c(Nc2c([N+](=O)[O-])cc(C(=O)N3CC(=O)Nc4ccccc43)cc2[N+](=O)[O-])c1	3.5
COc1ccc(-c2c[n+](CC(=O)c3ccccc3)c3n2CCCCC3)cc1	-0.4
S=c1nc(-c2ccccc2)n(CCN2CCOCC2)c2c1CCCC2	-1.0
COc1ccc(NC(=O)COc2ccc3c(c2)OCO3)cc1	1.0
NS(=O)(=O)c1ccc(NC(=O)Nc2ccc(C(F)(F)F)cc2)cc1	-2.8
CCOC(=O)C1=C(C)N(C)C(=S)NC1c1cccc(Cl)c1Cl (stereo not given)	-0.8
CCOCCn1c(N2CCN(c3ccccc3)CC2)nc2c1c(=O)n(C)c(=O)n2C	3.1

# Next section:
compound	TTR transcr act
Cc1cccc(NC(=O)CSc2nnc3ccc(-c4ccccn4)nn23)c1	-0.7
COc1cccc(N2CCN(c3ccc(S(=O)(=O)N4CCCC4)cc3)CC2)c1	-1.0
O=S(=O)(CCN1CCOCC1)c1ccc(Cl)cc1	-0.9
CCOC(=O)c1cc(C)sc1NC(=O)CCC(=O)O	-0.9
O=C(NC1(Cc2ccc(O)cc2)CCCCC1)c1ccccc1	-0.9
Cc1cc2c(cc(C(=O)OC(C(=O)NCC3CCCO3)C(C)C)n2C)o1 (stereo not given)	0.1
CCCCn1c(=O)[nH]c2ccccc21	2.6
COc1ccc(C(=O)Nc2c(Cl)cc(Cl)cc2C(=O)NCc2ccco2)cc1	-2.1
CC(C1CC2CCC1C2)n1c(-c2cccs2)n[nH]c1=S (stereo not given)	0.9
CCOC(=O)C1(C(F)(F)F)N=C(c2ccccc2F)OC(N(C)C)=N1 (stereo not given)	0.2

# The last 2 compounds of the section before lead into the next.
compound	TTR transcr act
CC(C1CC2CCC1C2)n1c(-c2cccs2)n[nH]c1=S (stereo not given)	0.9
CCOC(=O)C1(C(F)(F)F)N=C(c2ccccc2F)OC(N(C)C)=N1 (stereo not given)	0.2
CCCc1sc(N)nc1-c1ccc(Cl)cc1	-1.2
CC(=O)N(c1nnc(-c2ccc(C)cc2)s1)C1CCCC1	-2.0
CC1CCCCC1NC(=O)C1CCCN1S(=O)(=O)c1cccc2nsnc12 (stereo not given)	0.4
Cc1c(C(=O)N2CCC2)oc2ccc(Br)cc12	4.3
CCCOP(=O)(c1ccc(N(C)C)cc1)C(Nc1ccccc1)c1ccc(N(C)C)cc1 (stereo not given)	-3.0
COCCNC(=O)c1ccc2snnc2c1	1.3
O=C(O)CCSc1nc2ccccc2n1Cc1ccccc1	2.2
CCN(c1cccc(C)c1)S(=O)(=O)c1cc(CN2C(=O)c3cccnc3C2=O)ccc1OC	-1.2
CC(C)(C)c1ccc(C(=O)N/N=C/c2cccc(Cl)c2)cc1	6.7
O=C(c1c(F)c(F)c(F)c(F)c1F)N1CCN(Cc2ccc3c(c2)OCO3)CC1	-0.9

# The listing continues:
compound	TTR transcr act
CCSc1nc2ccccc2n1CC(=O)OC	1.1
COC(=O)CN1C(=O)C2(C(C#N)=C(N)Oc3n[nH]c(-c4cccs4)c32)c2ccccc21 (stereo not given)	-2.5
Cc1cccc(C2NC(=O)c3ccccc3O2)c1 (stereo not given)	0.6
Cc1c(Cl)cccc1NS(=O)(=O)c1ccccc1	-0.2
COC(=O)[C@H](CC(C)C)NS(=O)(=O)c1c(F)cccc1F	1.0
O=S(=O)(c1ccc(Nc2ccc3c(c2)OCO3)nc1)N1CCOCC1	-1.2
c1ccc(OCCCn2nnc(-c3ccc(N4CCOCC4)cc3)n2)cc1	-1.3
Cc1cc(N2CCN(Cc3ccccc3)CC2)n2nc(C)c(-c3ccccc3)c2n1	3.4
Cc1cc(C(=O)NNC(=O)Nc2ccccc2)no1	-1.5
CCOc1ccc(NC(=O)Nc2nnc(CC)s2)cc1	-2.3

# Next section.
compound	TTR transcr act
COC(=O)c1ccc(NC(=O)CSc2nncc3ccc(OC)c(OC)c23)cc1	0.8
Cc1ccccc1-c1n[nH]c(=S)n1C	1.1
CC(C)Cn1c(/C=N/Nc2nc3ccccc3[nH]2)nc2ccccc21	-1.3
COc1ccc(Cc2nnc(NN)[nH]c2=O)cc1OC	0.2
CN(Cc1ccccc1)C1=CC(=[N+]2CCCCC2)CC(C)(C)C1	-4.6
O=C(O)c1oc2ccc(Br)cc2c1-n1cccc1	1.8
O=C(Nc1nc2c(s1)CCCC2)C1COc2ccccc2O1 (stereo not given)	-1.8
CNc1nc(N)c([N+](=O)[O-])c(Nc2cccc(Br)c2)n1	0.6
O=C(O)CC(CC(=O)Nc1ccc(N2CCOCC2)cc1)c1ccccc1 (stereo not given)	-0.9
COc1cc(Nc2nc3ccccc3n3nnnc23)cc(OC)c1OC	0.8

# Further structures follow.
compound	TTR transcr act
COc1ccc(CN(C)C(=O)CCc2ccc(S(=O)(=O)N3CCCCCC3)cc2)c(OC)c1	-0.8
CCCn1c(=O)c2ccccc2n2c(SCc3nnc(-c4ccccc4Br)o3)nnc12	0.0
COc1ccc(-n2cnnc2SCC(=O)Nc2cccc(S(N)(=O)=O)c2)cc1	2.8
Cc1sc2nc(SCC(N)=O)n(-c3ccccc3)c(=O)c2c1C	-1.3
CCOC(=O)C(NC(=O)N(C)C)(Nc1sc(C)c(CC)c1C#N)C(F)(F)F (stereo not given)	-1.4
CCOc1ccccc1N(CC(=O)Nc1ccccc1)S(=O)(=O)c1ccccc1	-0.8
CCCOc1ccc(/C(O)=C2\C(=O)C(=O)N(CCCOC)C23C(=O)N(C)c2ccccc23)cc1 (stereo not given)	2.0
COc1ccccc1-n1cnc2c(c1=O)c1nc3ccccc3nc1n2-c1ccc(C)cc1	4.7
Cc1c(Cl)cccc1-c1ccc(C(=O)N2CCN(c3ccc([N+](=O)[O-])cc3)CC2)o1	1.8
CC(=O)OC(C(=O)NC1CCCCC1)c1ccc(C)cc1 (stereo not given)	2.3

# The list continues:
compound	TTR transcr act
O=C(c1cc2ccccc2oc1=O)N(Cc1ccccc1)C1CCS(=O)(=O)C1 (stereo not given)	0.5
O=C(/C=C/c1cccc([N+](=O)[O-])c1)Nc1ccc(NC(=O)c2cccs2)cc1	1.0
CC1CN(S(=O)(=O)c2cccc(C(=O)Nc3ccccc3N3CCCC3)c2)CC(C)O1 (stereo not given)	0.0
COc1cc(NC(=O)CN2CCCCCC2)cc(OC)c1	-0.7
CN(CCc1ccccc1)C(=O)c1cc(COc2cccc(C(F)(F)F)c2)on1	0.3
C=CCSc1nnc2c(n1)[nH]c1c(C)cccc12	-3.6
O=C(CCCn1c(SCC(=O)NCCc2ccccc2)nc2ccccc2c1=O)NCC1CCCO1 (stereo not given)	0.2
Cc1cc(C)nc(N(C#N)Cc2cccc3ccccc23)n1	2.5
O=C(/C=C(\O)c1ccccc1)C(=O)NNC(=O)c1ccccc1[N+](=O)[O-]	0.7
CC1=NNC(=O)C1CCC(=O)N/N=C\c1cccc(Cl)c1 (stereo not given)	-0.1

# New compounds follow:
compound	TTR transcr act
CCOCCOc1cc(NCc2ccccc2)c2ncn(C(C)C)c2c1	1.4
CCOC(=O)C1CCCN(C(=O)/C=C/c2ccc([N+](=O)[O-])cc2)C1 (stereo not given)	0.4
C[C@H](NC(=O)c1nc[nH]c1C(=O)N(C)Cc1ccccc1)C(=O)OC(C)(C)C	0.7
Cc1cc2c(cc1[N+](=O)[O-])NC(CNC(C)C)CC2 (stereo not given)	-0.7
CCN(C(=O)COC(=O)c1ccc2ccccc2c1)c1c(N)n(Cc2ccccc2)c(=O)[nH]c1=O	-1.0
CCOC(=O)c1ccc(NC(=O)COc2ccc(S(=O)(=O)NC(C)CC)cc2)cc1 (stereo not given)	-0.4
COc1ccc(N(C(=O)c2ccco2)C(C(=O)NC2CCCC2)c2ccc(OC)c(OC)c2)cc1 (stereo not given)	3.8
CCCn1nnc(NC(=S)NC(=O)Cc2ccccc2)n1	-1.2
O=c1[nH]nc(-c2ccc([N+](=O)[O-])o2)c(=O)[nH]1	0.2
CC1Cc2ccccc2N1C1=CC(=O)CC(C)(C)C1 (stereo not given)	-1.1

# The last two entries of the section before open the next one:
compound	TTR transcr act
O=c1[nH]nc(-c2ccc([N+](=O)[O-])o2)c(=O)[nH]1	0.2
CC1Cc2ccccc2N1C1=CC(=O)CC(C)(C)C1 (stereo not given)	-1.1
Cn1nc(-c2ccccc2)c2nc3ccccc3nc21	6.4
COc1cccc(CNC(=O)[C@@H]2CCCN2C(=O)[C@@H]2CCCN2C(=O)c2c(F)cccc2F)c1	1.1
N#Cc1ccc(-c2ccc(Cl)cc2)nc1Oc1ccc(F)cc1	-1.6
CCC(C)N(C(=O)COC(=O)c1[nH]c(C)c(C(C)=O)c1C)C1CCS(=O)(=O)C1 (stereo not given)	-2.4
CSC1=NCCN1C(=O)Cc1ccc(F)cc1	10*
Cc1ccc(C(=O)N/N=C\c2ccccn2)cn1	-0.8
COC(=O)C(CC(C)C)N(Cc1cc(OC)cc(OC)c1)S(=O)(=O)c1ccccc1Br (stereo not given)	1.6
COc1ccc(C(=O)COC(=O)CCCN=C2NS(=O)(=O)c3ccccc32)c(OC)c1	-0.9
Cc1c(Nc2nc3ccccc3nc2NS(=O)(=O)c2ccccc2)c(=O)n(-c2ccccc2)n1C	-0.8
CCN(CC)CCNC(=O)C(=O)Nc1cc2c3c(c1)CC(=O)N3CCC2	6.1

# Source: PubChem BioAssay

# Only part of the results is shown (hit frequency here may not be typical).
